All columns: NCI-60 one-dose screen, growth in % after 48 h at 10 µM unless noted; 100 = growth as untreated, 0 = no growth, -100 = all killed.
K-562: K-562 leukemia | hit rate 7.4% among 78,000
MCF7: MCF7 breast cancer; hit rate 6.3% among 82,000; AID 1794796
SR: SR leukemia cells; hit rate 8.7% among 73,000; AID 1794780
MDA-MB-435: MDA-MB-435 melanoma. AID 1794794. hit rate 7.8% among 82,000
MDA-MB-468: MDA-MB-468 breast cancer. AID 2202374. hit rate 8.5% among 78,000
BT-549: BT-549 breast cancer. hit rate 4.4% among 78,000. AID 1794793
MOLT-4: MOLT-4 leukemia cells; AID 1794779; hit rate 6.9% among 80,000
MDA-MB-231: MDA-MB-231 breast cancer; hit rate 5% among 81,000; AID 1794789
* = called active by the depositor. Rule for the calls: active = growth percent below 10; inactive = the rest.

Preview (ten entries):
For CCCc1cc(=O)oc2c3c(c4c(c12)OC(C)(C)C=C4)O[C@@H](C)[C@H](C)C3=O the results were K-562 48, MCF7 56, SR 65, MDA-MB-435 96, BT-549 69, MOLT-4 69 and MDA-MB-231 72.
Screening COc1cc(NCCCCCNC2CCCCC2)c2ncccc2c1 returned K-562 44, MCF7 68, SR 69, MDA-MB-435 88, MDA-MB-468 60, BT-549 72, MOLT-4 84 and MDA-MB-231 85.
`CCOC(=O)c1cccc(C)c1O` gave K-562 93, MCF7 93, SR 102, MDA-MB-435 113, BT-549 104, MOLT-4 95 and MDA-MB-231 92.
Screening COc1ccc(-c2nnc(Nc3ccc(C)cc3)o2)cc1OC returned K-562 100, MCF7 90, SR 95, MDA-MB-435 102, MDA-MB-468 101, BT-549 91, MOLT-4 105 and MDA-MB-231 87.
For O=C(c1cn[nH]c1-c1ccccc1)N1CCN(Cc2nc3sc4c(c3c(=O)[nH]2)CCCC4)CC1 the results were K-562 98, MCF7 90, SR 103, MDA-MB-435 103, MDA-MB-468 97, BT-549 96, MOLT-4 110 and MDA-MB-231 86.
For COc1cc(/C(N)=N/C(N)=N/c2nc3ccccc3s2)cc(OC)c1OC the results were K-562 62, MCF7 84, SR 42, MDA-MB-435 28, MDA-MB-468 112, BT-549 88, MOLT-4 72 and MDA-MB-231 88.
`CNC(=O)c1cc(Oc2ccc3nc(Nc4ccc(F)c(Cl)c4)ccc3c2)ccn1` gave K-562 36, MCF7 46, SR 24, MDA-MB-435 50, MDA-MB-468 45, BT-549 76, MOLT-4 50 and MDA-MB-231 58.
For [C-]#[N+][C@]12C(=O)[C@H](CCC1(C)C)C(C)(C)[C@H]1C(=O)N(C)c3cccc2c31 the results were K-562 58, MCF7 31, MDA-MB-435 100, MDA-MB-468 80, BT-549 108, MOLT-4 69 and MDA-MB-231 102.
Screening CCOC(=O)n1c(O)c(N=NC(=O)c2ccc(S(N)(=O)=O)cc2)c2ccccc21 returned K-562 98, MCF7 97, SR 108, MDA-MB-435 105, MDA-MB-468 86, BT-549 102, MOLT-4 83 and MDA-MB-231 102.
Screening CCOC(=O)c1cccc(OCC)c1 returned K-562 105, MCF7 96, SR 98, MDA-MB-435 109, MDA-MB-468 116, BT-549 113, MOLT-4 103 and MDA-MB-231 118.

The listing (from the top)
For CCCc1cc(=O)oc2c3c(c4c(c12)OC(C)(C)C=C4)O[C@@H](C)[C@H](C)C3=O the results were K-562 48, MCF7 56, SR 65, MDA-MB-435 96, BT-549 69, MOLT-4 69 and MDA-MB-231 72.
Screening COc1cc(NCCCCCNC2CCCCC2)c2ncccc2c1 returned K-562 44, MCF7 68, SR 69, MDA-MB-435 88, MDA-MB-468 60, BT-549 72, MOLT-4 84 and MDA-MB-231 85.
`CCOC(=O)c1cccc(C)c1O` gave K-562 93, MCF7 93, SR 102, MDA-MB-435 113, BT-549 104, MOLT-4 95 and MDA-MB-231 92.
Screening COc1ccc(-c2nnc(Nc3ccc(C)cc3)o2)cc1OC returned K-562 100, MCF7 90, SR 95, MDA-MB-435 102, MDA-MB-468 101, BT-549 91, MOLT-4 105 and MDA-MB-231 87.
For O=C(c1cn[nH]c1-c1ccccc1)N1CCN(Cc2nc3sc4c(c3c(=O)[nH]2)CCCC4)CC1 the results were K-562 98, MCF7 90, SR 103, MDA-MB-435 103, MDA-MB-468 97, BT-549 96, MOLT-4 110 and MDA-MB-231 86.
For COc1cc(/C(N)=N/C(N)=N/c2nc3ccccc3s2)cc(OC)c1OC the results were K-562 62, MCF7 84, SR 42, MDA-MB-435 28, MDA-MB-468 112, BT-549 88, MOLT-4 72 and MDA-MB-231 88.
`CNC(=O)c1cc(Oc2ccc3nc(Nc4ccc(F)c(Cl)c4)ccc3c2)ccn1` gave K-562 36, MCF7 46, SR 24, MDA-MB-435 50, MDA-MB-468 45, BT-549 76, MOLT-4 50 and MDA-MB-231 58.
For [C-]#[N+][C@]12C(=O)[C@H](CCC1(C)C)C(C)(C)[C@H]1C(=O)N(C)c3cccc2c31 the results were K-562 58, MCF7 31, MDA-MB-435 100, MDA-MB-468 80, BT-549 108, MOLT-4 69 and MDA-MB-231 102.
Screening CCOC(=O)n1c(O)c(N=NC(=O)c2ccc(S(N)(=O)=O)cc2)c2ccccc21 returned K-562 98, MCF7 97, SR 108, MDA-MB-435 105, MDA-MB-468 86, BT-549 102, MOLT-4 83 and MDA-MB-231 102.
Screening CCOC(=O)c1cccc(OCC)c1 returned K-562 105, MCF7 96, SR 98, MDA-MB-435 109, MDA-MB-468 116, BT-549 113, MOLT-4 103 and MDA-MB-231 118.

Next part, starting with the last 2 of the part before.
Screening CCOC(=O)n1c(O)c(N=NC(=O)c2ccc(S(N)(=O)=O)cc2)c2ccccc21 returned K-562 98, MCF7 97, SR 108, MDA-MB-435 105, MDA-MB-468 86, BT-549 102, MOLT-4 83 and MDA-MB-231 102.
Screening CCOC(=O)c1cccc(OCC)c1 returned K-562 105, MCF7 96, SR 98, MDA-MB-435 109, MDA-MB-468 116, BT-549 113, MOLT-4 103 and MDA-MB-231 118.
For CN1CCCC(NC(c2ccccc2)c2ccc(Cl)cc2)C1 (centres undefined) the results were K-562 96, MCF7 98, SR 92, MDA-MB-435 103, MDA-MB-468 109, BT-549 104, MOLT-4 91 and MDA-MB-231 86.
FC(F)(F)c1cn(CC2CCNCC2)c2ncnc(Br)c12 was read as MCF7 104, SR 83, MDA-MB-435 111, MDA-MB-468 95, BT-549 108, MOLT-4 84 and MDA-MB-231 101.
`CC(=O)NC1=NC(=O)/C(=C/c2ccc3c(c2)OCO3)N1C` gave K-562 86, MCF7 86, SR 96, MDA-MB-435 96, MDA-MB-468 97, BT-549 92, MOLT-4 95 and MDA-MB-231 91.
Screening Cn1c(=O)c2c(nc(N/N=C/c3ccc(Br)cc3)n2C)n(C)c1=O returned K-562 86, MCF7 106, SR 93, MDA-MB-435 101, MDA-MB-468 132, BT-549 116, MOLT-4 89 and MDA-MB-231 116.
For NC(=O)c1ccc(S(N)(=O)=O)cc1 the results were K-562 96, MCF7 94, SR 90, MDA-MB-435 100, MDA-MB-468 100, BT-549 112, MOLT-4 80 and MDA-MB-231 106.
For CCOC(=O)/C(C#N)=C/c1ccc([N+](=O)[O-])cc1 the results were K-562 106, MCF7 99, SR 100, MDA-MB-435 97, MDA-MB-468 103, BT-549 108, MOLT-4 103 and MDA-MB-231 106.
For O=C1CSCC(=O)O1 the results were K-562 104, MCF7 96, SR 104, MDA-MB-435 108, BT-549 98, MOLT-4 108 and MDA-MB-231 120.
`CS(=O)(=O)Nc1cc(-c2ccc3ncnc(Nc4cccc(Cl)c4F)c3c2)cnc1Cl` gave K-562 53, MCF7 11, SR 43, MDA-MB-435 46, MDA-MB-468 -18*, BT-549 18, MOLT-4 27 and MDA-MB-231 14.
`COc1cc(C(=O)n2cc(-c3ccccc3)c(N)n2)cc(OC)c1OC` gave MCF7 80, SR 67, MDA-MB-435 73, MDA-MB-468 89, BT-549 90, MOLT-4 93 and MDA-MB-231 96.
`CCOC(=O)c1cc2c(n1C)-c1oncc1CCC2` gave K-562 104, MCF7 79, SR 93, MDA-MB-435 107, MDA-MB-468 105, BT-549 114, MOLT-4 98 and MDA-MB-231 87.
`CCCCCCCCc1ccc(C(=O)Nc2cccc(P(=O)(O)O)c2)cc1` gave K-562 98, MCF7 92, SR 88, MDA-MB-435 103, MDA-MB-468 89, BT-549 110, MOLT-4 99 and MDA-MB-231 116.
`COc1ccc(C2=C(Nc3ccc(C(=O)Nc4ccccc4)cc3)C(=O)N(C)C2=O)cc1` gave K-562 82, MCF7 102, SR 67, MDA-MB-435 106, MDA-MB-468 88, BT-549 115, MOLT-4 77 and MDA-MB-231 83.
CCOC(=O)c1[nH]n(-c2ccccc2)c(=O)c1/C=N/C(N)=S was read as K-562 97, MCF7 100, SR 82, MDA-MB-435 101, MDA-MB-468 99, BT-549 100, MOLT-4 95 and MDA-MB-231 108.
Screening CCOC(=O)CC1C(COC(=O)NC)OC(n2cnc3c(NC(=O)Nc4ccccc4)ncnc32)C1O[Si](C)(C)C(C)(C)C (centres undefined) returned K-562 29, MCF7 12, MDA-MB-435 49, MDA-MB-468 62, BT-549 64, MOLT-4 34 and MDA-MB-231 72.
Screening COc1ccc(CC2=C(Nc3ccc4c(c3)OCO4)COC2=O)cc1 returned K-562 114, MCF7 90, SR 108, MDA-MB-435 90, BT-549 93, MOLT-4 110 and MDA-MB-231 106.
COc1cnc2c(c1)C(=O)c1c-2n(CCCN2CCNCC2)c(=O)c2cc(Cl)ccc12 was read as K-562 -76*, MCF7 -75*, SR -49*, MDA-MB-435 0.3*, MDA-MB-468 66, MOLT-4 -54* and MDA-MB-231 -73*.
Screening CC(=O)OC[C@]12CC[C@@H]([C@@H](C)c3nnc(-c4ccncc4)o3)[C@@H]1[C@H]1CC[C@@H]3[C@@]4(C)CC[C@H](OC(C)=O)C(C)(C)[C@@H]4CC[C@@]3(C)[C@]1(C)CC2 returned K-562 46, MCF7 85, SR 53, MDA-MB-435 87, MDA-MB-468 59, BT-549 75, MOLT-4 57 and MDA-MB-231 76.
`CC(=O)Nc1ccccc1-c1nc2ccccc2s1` gave K-562 113, MCF7 98, SR 110, MDA-MB-435 99, MDA-MB-468 93, BT-549 102, MOLT-4 104 and MDA-MB-231 99.
For COc1cc2[nH]c(C(=O)c3cc(OC)c(OC)c(OC)c3)c(N)c2cc1C#CC1CC1 the results were K-562 30, MCF7 18, SR 13, MDA-MB-435 2.1*, MDA-MB-468 23, BT-549 53, MOLT-4 45 and MDA-MB-231 58.
CCCc1c(NCCO[C@H]2Cc3cc4ccc(=O)oc4cc3OC2(C)C)c(C(N)=O)nn1C was read as K-562 88, MCF7 101, SR 90, MDA-MB-435 105, MDA-MB-468 101, BT-549 109, MOLT-4 94 and MDA-MB-231 91.
`CCN(CC)CCC(O)c1cnc(-c2ccccc2)nc1C` (centres undefined) gave K-562 98, MCF7 101, SR 90, MDA-MB-435 107, MDA-MB-468 103, BT-549 96, MOLT-4 96 and MDA-MB-231 95.
O=C(Nc1ccc2c(ccn2Cc2ccccn2)c1)c1ccnnc1 was read as K-562 100, MCF7 102, SR 101, MDA-MB-435 98, MDA-MB-468 90, MOLT-4 115 and MDA-MB-231 71.
O=c1oc2ccc(Cl)cc2c(=O)n1-c1ccc(F)cc1F was read as K-562 10.0*, MCF7 5.1*, MDA-MB-435 3.1*, MDA-MB-468 -4.5*, MOLT-4 9.7* and MDA-MB-231 4.4*.
For O=C(/C=C/C12c3ccccc3C(c3ccccc31)C1C(=O)NC(=O)C12)c1ccc(Cl)cc1 (centres undefined) the results were K-562 8.8*, MCF7 11, SR 13, MDA-MB-435 -19*, MDA-MB-468 -20*, BT-549 9.6*, MOLT-4 11 and MDA-MB-231 -24*.
CCCCN(CCCC)c1cc(C(=O)CCCCCN)c2ccccc2n1 was read as K-562 -68*, MCF7 40, SR -69*, MDA-MB-435 -52*, MDA-MB-468 85, BT-549 68, MOLT-4 -62* and MDA-MB-231 78.
Screening Oc1ccc(C2c3ccccc3Oc3ccccc32)c2cccnc12 returned MCF7 17, MDA-MB-435 27, MDA-MB-468 9.1*, BT-549 29 and MDA-MB-231 30.
For CCCCCCCCCCCCCCCC(=O)Cl the results were K-562 92, MCF7 103, SR 110, MDA-MB-435 108, MDA-MB-468 93, BT-549 109, MOLT-4 106 and MDA-MB-231 113.
Screening NCCc1c[nH]c(=S)[nH]1 returned K-562 109, MCF7 102, MDA-MB-435 98, MDA-MB-468 96, BT-549 104, MOLT-4 107 and MDA-MB-231 89.
O=C(Nc1ccc(Cl)c(C(F)(F)F)c1)c1cc(-c2ccc(F)cc2F)ccc1O was read as K-562 128, MCF7 95, SR 123, MDA-MB-435 103, MDA-MB-468 109, BT-549 91, MOLT-4 106 and MDA-MB-231 94.
`CCc1ccc(CC)c(CC)c1CC` gave K-562 92, MCF7 95, SR 89, MDA-MB-435 98, MDA-MB-468 99, MOLT-4 88 and MDA-MB-231 101.
COc1cc2cc(NCc3cccc(Cl)c3)nc(C)c2cc1OC was read as K-562 8.3*, MCF7 55, SR 30, MDA-MB-435 4.2*, MDA-MB-468 47, BT-549 23, MOLT-4 30 and MDA-MB-231 42.
For CC(C)c1ccc(C2=C/C(=C\c3ccc(F)cc3)C(=O)N2CCc2ccc(S(N)(=O)=O)cc2)cc1 the results were K-562 95, MCF7 97, SR 94, MDA-MB-435 101, MDA-MB-468 108, BT-549 112, MOLT-4 101 and MDA-MB-231 104.
Screening COc1ccc(C2=C/C(=C\c3ccc(Cl)cc3)C(=O)N2Cc2ccccc2)cc1 returned K-562 62, MCF7 85, SR 59, MDA-MB-435 57, MDA-MB-468 62, BT-549 105, MOLT-4 66 and MDA-MB-231 78.
For S=C(N/N=C\c1ccc(Cl)c(Cl)c1)N/N=C/c1ccc(Cl)c(Cl)c1 the results were K-562 98, MCF7 85, SR 90, MDA-MB-435 99, MDA-MB-468 102, BT-549 99, MOLT-4 102 and MDA-MB-231 96.
For O=C1C(=Nc2ccc(F)c(Cl)c2)c2cccc3cccc1c23 the results were MCF7 16, MDA-MB-435 -42*, MDA-MB-468 88 and MDA-MB-231 60.
O=C(Nc1ccccc1)Nc1ccc(OCC(=O)c2ccccc2)cc1 was read as K-562 100, MCF7 91, SR 87, MDA-MB-435 96, MDA-MB-468 92, BT-549 91, MOLT-4 86 and MDA-MB-231 100.
Screening COCCCC/C(=N\OCCN)c1ccc(C(F)(F)F)cc1 returned MCF7 108, SR 86, MDA-MB-435 99, MDA-MB-468 101, BT-549 107, MOLT-4 97 and MDA-MB-231 74.

Screening results (PubChem)

An unsorted share of the library. Share with any hit: about 15%.
